Screening results deposited in PubChem BioAssay by National Center for Advancing Translational Sciences (NCATS).
HEK293 viab = reduces viability of HEK-293 SNCA reporter cells; 150,000 compounds, 0.12% hits; AID 1671193; Potency, µM (highest dose often 57.1 µM), for the others: at the highest dose activity change, negative = cytotoxicity, hits mostly cytotoxic; HEK-293-SNCA-luc viability, GF-AFC fluorescence, 24 h;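 also: potency is read from the fitted curve at half-maximal effect; 0% = DMSO-treated cells and -100% = medium-only wells without cells; nearly all actives have a fitted effect of over 30% in size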
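Cytotoxicity counterscreen: after 24 h compound treatment of genome-edited SNCA-luciferase HEK-293 cells, live-cell protease substrate GF-AFC read by fluorescence after 30 min; activity scaled between DMSO (0%) and medium-only (-100%), curves Hill-fitted.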
FLuc inh = blocks purified firefly luciferase enzyme activity. Potency, µM (series often up to 115 µM), inactives show top-dose activity change, negative = inhibition, hits mostly inhibitors. AID 1347043. P08659. 76,000 compounds, 2.5% hits. purified P. pyralis luciferase, luminescence, biochemical; also: potency is read from the fitted curve at half-maximal effect; nearly all actives have a fitted effect of over 65% in size
Target sequence (P08659 whole entry, looked up): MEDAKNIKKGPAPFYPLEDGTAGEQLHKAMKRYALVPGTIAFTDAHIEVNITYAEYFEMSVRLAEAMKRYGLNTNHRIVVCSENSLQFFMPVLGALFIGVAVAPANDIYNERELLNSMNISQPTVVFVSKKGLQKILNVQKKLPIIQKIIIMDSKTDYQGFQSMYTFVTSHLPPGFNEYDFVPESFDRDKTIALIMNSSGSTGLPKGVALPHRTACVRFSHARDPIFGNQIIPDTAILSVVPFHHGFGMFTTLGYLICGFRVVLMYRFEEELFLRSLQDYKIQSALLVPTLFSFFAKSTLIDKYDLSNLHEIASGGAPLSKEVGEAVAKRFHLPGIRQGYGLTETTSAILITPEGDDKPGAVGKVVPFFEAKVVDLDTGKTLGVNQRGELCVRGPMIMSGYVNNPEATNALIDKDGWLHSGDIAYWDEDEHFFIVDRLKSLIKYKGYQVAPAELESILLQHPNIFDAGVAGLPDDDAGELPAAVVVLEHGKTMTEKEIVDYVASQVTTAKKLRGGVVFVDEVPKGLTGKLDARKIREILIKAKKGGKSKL
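Cell-free enzyme assay, 10nM P. pyralis luciferase, luciferin and ATP each at 10uM. Inhibition profiled over a 6-point titration, read as luminescence.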
HEK cytotox = HEK 293 cell cytotoxicity; Potency, µM (top dose mostly 115 µM), inactives show at the top dose activity change, negative = cytotoxicity, actives largely listed as inhibitors; HEK 293 viability, ATP luminescence (CellTiter-Glo), 48-72 h; 94,000 compounds, 6.6% hits; also: potency is read from the fitted curve at half-maximal effect; nearly all actives have a fitted effect of over 60% in size
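Cytotoxicity was scored by loss of ATP-coupled luminescence (CellTiter-Glo) in HEK 293 cells. Compound treatment ran 48 or 72 hr at 37 degree Celsius, 5% CO2, 95% humidity.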
GPT2 inhibitor = blocks human glutamate pyruvate transaminase 2; Potency, µM (series often up to 57.7 µM), for the others: at the highest dose activity change, negative = inhibition, most hits filed as inhibitors; Q8TD30; 100,000 compounds, 0.25% hits; Recombinant GPT2, coupled pyruvate oxidase/HRP Amplex Red fluorescence; also: potency is read from the fitted curve at half-maximal effect; nearly all actives have a fitted effect of over 60% in size; many of its hits are not listed in these tables
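Fluorescence of coupled pyruvate oxidase/HRP/Amplex Red system (50uM Amplex, 30 min, dark) reports pyruvate formed by GPT2. Enzyme reaction: 10ng/uL GPT2, 2mM L-alanine, 250uM a-KG, 30 min room temperature, pH 7.5; 50uM AOA control.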
NIH3T3 tox = kills NIH 3T3 cells | NIH 3T3 viability, CellTiter-Glo ATP luminescence, 48-72 h | Potency, µM (doses to about 96.7 µM), without a hit: at the top dose activity change, negative = cytotoxicity, most hits filed as inhibitors | 94,000 compounds, 4.3% hits | AID 1345082; also: potency is read from the fitted curve at half-maximal effect; nearly all actives have a fitted effect of over 55% in size
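Cytotoxicity is measured as loss of cellular ATP: NIH 3T3 cells (400/well) are exposed to compound for 48 or 72 hr at 37 °C, then CellTiter-Glo luminescence is imaged after 10 min at room temperature.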
IP6K1 inhibitor = blocks human inositol hexakisphosphate kinase 1. IP6K1 kinase, ADP-Glo luminescence, 2 h; stronger effect = lower value. activity change, % (series mostly up to about 58 µM). 140,000 compounds, 0.81% hits. AID 1645851; in the data active = activity change below about -25%
Target sequence (Q92551 whole entry, looked up): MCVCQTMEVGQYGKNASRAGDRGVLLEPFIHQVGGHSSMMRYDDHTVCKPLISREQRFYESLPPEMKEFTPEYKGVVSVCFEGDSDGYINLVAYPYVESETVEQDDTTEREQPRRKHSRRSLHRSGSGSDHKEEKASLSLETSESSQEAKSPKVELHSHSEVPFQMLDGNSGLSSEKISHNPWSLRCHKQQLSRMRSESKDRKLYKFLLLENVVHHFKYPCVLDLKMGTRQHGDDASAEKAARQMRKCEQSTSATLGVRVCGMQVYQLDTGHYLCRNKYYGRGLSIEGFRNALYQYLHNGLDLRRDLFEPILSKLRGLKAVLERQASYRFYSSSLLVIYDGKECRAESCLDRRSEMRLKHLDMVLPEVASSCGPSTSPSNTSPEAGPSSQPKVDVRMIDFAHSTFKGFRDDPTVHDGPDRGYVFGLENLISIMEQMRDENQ
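ADP-Glo luminescence measures ADP made by human IP6K1 during a 2 h RT reaction with ATP/IP6 (mix at 1.3 mM/130 uM); top library doses 57.5 and 19.1 uM final.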
SNCA expr inh = inhibitors of alpha-synuclein (SNCA) gene expression; HEK-293 SNCA-luciferase knock-in, luminescence, 24 h; Potency, µM (doses to about 57.2 µM), for inactives: top-dose activity change, negative = inhibition, most hits filed as inhibitors; 140,000 compounds, 0.17% hits; AID 1671194;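 also: potency is read from the fitted curve at half-maximal effect; plate controls were DMSO cells for no effect and cell-free wells for full effect; nearly all actives have a fitted effect of over 45% in size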
Starred values were filed as active, the others as inactive; i = inactive; ? = inconclusive; . = not tested or not shown; [ ] = another dose, or the depositor's remark. Unless noted, calls follow the shape of the dose curve; as a rule, active = well fitted curve in the direction sought with a large enough effect; inconclusive = small, poorly fitted or top-dose-only effect, or another doubt; inactive = no such curve, though single readings can be large; an effect the other way counts as inactive or inconclusive. Unless noted, % is scaled to controls: 0 for no effect and ±100 for the full control effect.

SMILES	HEK293 viab	FLuc inh	HEK cytotox	GPT2 inhibitor	NIH3T3 tox	IP6K1 inhibitor	SNCA expr inh
CN(C(=O)c1ccc[nH]c1=O)C1CCc2nn(C)c(=O)n2CC1 (centres undefined)	6%	6%	i	1%	1%	2	-1%
Cc1ccc(CN2CCN(C(=O)c3ccc4c(c3)C(O)CCCCCN4C)CC2)cc1 (centres undefined)	-3%	-13%	40µM*	i	?	-4	11%
CNC(=O)c1cc(C2CC2)nc2c1c(C1CCN(C(=O)Cc3ccccn3)CC1)nn2C	.	.	1%	.	i	-7	.
COc1ccc(NC(=O)CC2C(=O)N(c3ccc(C)cc3)C(=O)N2CCc2ccccc2)cc1 (centres undefined)	-10%	.	.	.	.	-5	9%
O=C(c1n[nH]c2c1CCCC2)N1CCc2c(nc3cc(-c4ccccc4)[nH]n3c2=O)C1	-4%	-21%	-1%	i	i	48	-19%
Cc1ccc(C(=O)N2CCc3cc(CNS(=O)(=O)c4cccs4)ccc32)cc1	?	.	.	.	.	12	32%[activator]
Cc1nnc2ccc(N3CCC(NC(=O)c4ccccc4)C3)nn12 (centres undefined)	.	.	-12%[172 µM]	.	-25%[138 µM]	12	.
Cc1ccc2nc(-c3ccc(Cl)c(NC(=O)COc4cccc(C)c4C)c3)oc2c1	-4%	.	.	.	.	-5	105%[activator]
O=C(Cc1ccsc1)N1CC(c2noc(COc3ccccc3)n2)C1	-3%	-11%	?	?	-21%	0	-16%
CC1(C(=O)N2CCc3ccccc3C2)CCOCC1	-4%[87.6 µM]	.	i	i	-7%[174 µM]	-21	-25%[87.6 µM]
O=C(CN1CCOCC1)N1C[C@@H](COCC2CC2)[C@H](c2ccccn2)C1	?	-4%	-3%	4%	4%	4	-5%
COc1ccc(-c2cccc(C(=O)N3CCC(NC(=O)Cc4ccccc4)CC3)c2)nn1	.	.	-5%	.	?	7	.
Cc1cccc(C)c1NC(=O)CN1C(=O)NC2(CCOCC2)C1=O	5%	-9%	0%	2%	-3%	7	24%
COc1ccc(C2=NC(c3ccncc3)=Nc3ccc(Br)cc3N2)cc1	1%	.	.	.	.	-6	-18%
O=C(Nc1ccc(F)cc1F)C1CCN(S(=O)(=O)c2ccc3[nH]c(=O)ccc3c2)CC1	3%	.	.	.	.	-11	38%
CN(C1CCOCC1)C1CCN(C(=O)c2cccc(Cl)c2)CC1	8%	2%	36%[activator]	i	i	2	7%
COc1ccc(-c2cc(CC3(NC4CCN(C(C)=O)CC4)COC3)no2)cc1	-9%[87.6 µM]	-9%[172 µM]	?	3%[88.5 µM]	-23%[174 µM]	24	10%[87.6 µM]
O=C(NC1CCCCC1)N1CCCCC1c1noc(COCC2CC2)n1 (centres undefined)	-15%	.	-29%	-5%	-23%	-6	-30%
O=C(COc1ccccc1[N+](=O)[O-])Nc1cc(-c2nc3cc(Cl)ccc3o2)ccc1Cl	-4%	.	.	.	.	-2	77%[activator]
CCOc1ccc(NC(=O)N2CCc3cc(OC)c(OC)cc3C2CNC(=O)NC(C)C)cc1 (centres undefined)	-11%	-7%	-12%	i	-30%	10	-14%
CCn1ccc2c(OCC(=O)Nc3ccccc3C)cccc2c1=O	6%	.	.	.	.	43	3%
Cc1ccccc1Nc1nn2c(=O)c3ccc(C(=O)NCC(C)c4ccccc4)cc3nc2s1 (centres undefined)	-6%	.	.	.	.	-4	-31%
CCN1c2cc(C(=O)Nc3ccc(OC)c(Cl)c3)ccc2C(=O)N2CCCCC21 (centres undefined)	17%[12.5 µM]	-9%	35µM*	i	22µM*	16	?
C[C@@H]1CN(C(=O)c2ccc3c(c2)NC(C)(CNc2ccccc2)CO3)C[C@H](C)O1 (some centres undefined)	-9%[87.6 µM]	0%[172 µM]	?	3%[88.5 µM]	?	5	-4%[87.6 µM]
O=C1CC2CCN(Cc3cccc(C(F)(F)F)c3)CC2CCN1 (centres undefined)	4%	.	1%	-5%	i	9	-9%

Next part; the last 2 above are carried over.
SMILES	HEK293 viab	FLuc inh	HEK cytotox	GPT2 inhibitor	NIH3T3 tox	IP6K1 inhibitor	SNCA expr inh
C[C@@H]1CN(C(=O)c2ccc3c(c2)NC(C)(CNc2ccccc2)CO3)C[C@H](C)O1 (some centres undefined)	-9%[87.6 µM]	0%[172 µM]	?	3%[88.5 µM]	?	5	-4%[87.6 µM]
O=C1CC2CCN(Cc3cccc(C(F)(F)F)c3)CC2CCN1 (centres undefined)	4%	.	1%	-5%	i	9	-9%
CCOC(=O)c1cnn(-c2cccc(F)c2)c1C1CCNCC1	1%	.	.	.	.	-15	?
CC(=O)N[C@@H]1C[C@H](Cn2cc(CN3CCS(=O)(=O)CC3)nn2)[C@@H](O)[C@H]1O	4%	0%	-4%	5%	2%	-8	11%
CCn1cc(S(=O)(=O)N2CCCCCCN(C)C(=O)CC2)cn1	2%	-2%	i	-1%	-13%	2	21%
CN(Cc1ccsc1)C1CCOc2ccccc21 (centres undefined)	5%[87.6 µM]	-5%[172 µM]	-26%[172 µM]	1%[88.5 µM]	-22%[138 µM]	6	-4%[87.6 µM]
O=C1c2c(nc(CN3CCCC(CO)C3)n2Cc2ccccc2)NCCN1CCOc1ccccc1 (centres undefined)	3%	2%	?	i	-29%	-10	6%
O=c1[nH]c(C2CCCN(CC3CCCCC3)C2)nn1-c1ccccc1 (centres undefined)	-5%[87.6 µM]	-2%[172 µM]	3%[172 µM]	i	4%[138 µM]	13	-5%[87.6 µM]
C/C=C/C=C/C(=O)OC1CC/C=C/C(O)C(O)C(CCC)OC1=O (centres undefined)	-9%	.	.	-27%[27.3 µM]	.	7	.
COc1ccc(C(=O)N[C@@H]2CCC[C@@H]2C(=O)NCCc2cccs2)cn1	-19%	-4%	-15%	?	-19%	21	-15%
COCc1ccccc1-c1nccc2c(=O)cc(-c3cnn(C)c3)oc12	10%[87.6 µM]	-2%[172 µM]	-10%[172 µM]	-15%[88.5 µM]	?	-22	0%[87.6 µM]
CC(C)N1C(=O)C2(CCCC2)C1C(=O)NC1CCCC1 (centres undefined)	-2%	0%	-7%	i	-6%	4	1%
O=C(O)c1cc(-c2ccncc2)cc(S(=O)(=O)N2CCCCCC2)c1	0%	-2%	1%	3%	-20%	-5	1%
Cc1noc(-c2cccc(F)c2)c1C(=O)NCc1ccc2c(c1)OCO2	?	-6%	-30%	0%	?	-8	-9%
COc1ccc(NC(=O)CN2C(=O)COc3ccc(S(=O)(=O)NC4CCCC4)cc32)cc1OC	-27%	.	.	.	.	10	14%
COc1ccc(-c2nc(C)nc3c2CN(C(=O)c2ccccc2C)CC3)cc1	-28%	.	-18%	i	?	-7	24%
Cc1csc(NC(=O)c2cnc3c(c2)N([S+](=O)([O-])c2cccnc2)CCC3)n1	-11%[87.6 µM]	1%[172 µM]	-13%[172 µM]	-10%[88.5 µM]	100µM*	17	8%[87.6 µM]
Cc1cccc(C(=O)NC2CCN(c3cc(-c4ccc(Cl)cc4)[nH]n3)CC2)c1	-17%	4%	?	-8%	?	14	17%
CC(=O)Nc1ccc(S(=O)(=O)N2CCCC(N(C)CCc3ccccn3)C2)cc1 (centres undefined)	-2%	7%	?	i	?	5	4%
Cc1cc(Nc2cccc(Cl)c2)nc2ccc(NC(=O)Cc3c(F)cccc3Cl)cc12	-29%	.	.	.	.	22	-7%
CC(=O)[C@H]1CC[C@H]2[C@@H]3CC=C4C[C@@H](OS(=O)(=O)O)CC[C@]4(C)[C@H]3CC[C@]12C	17%	.	.	3%	.	0	.
Cc1cc(=O)n(CC(=O)Nc2ccccc2C)c(-c2ccc(Cl)cc2)n1	-5%	-3%	?	-17%	35µM*	8	16%
O=C(CSc1nc(-c2ccccc2)no1)N1CCCCC1	10%	.	.	.	.	-5	19%
CCc1ccc(CNC(=O)CCCn2ccc3cc(S(=O)(=O)N4CCCC4)ccc32)cc1	-21%	.	.	.	.	12	-19%
COc1ccc(-c2cc(N3CCN(C(=O)c4ccc(F)c(Cl)c4)CC3)n[nH]2)cc1	-4%	8%	?	3%	?	-6	1%
O=C1CCCCC(Cc2cccnc2)(C(=O)NCc2ccc3c(c2)OCO3)N1 (centres undefined)	-8%	0%	-27%	i	-10%	0	9%
COCc1nc(CCNC(=O)CCc2nc(-c3cccc(C)c3)no2)no1	-8%	.	-2%	i	-11%	13	21%

Later entries
SMILES	HEK293 viab	FLuc inh	HEK cytotox	GPT2 inhibitor	NIH3T3 tox	IP6K1 inhibitor	SNCA expr inh
COc1cccc(CC(=O)NCc2nnc3cc(-c4nc(C(C)C)no4)ccn23)c1	1%	2%	i	-4%	-5%	1	-2%
Fc1cccc(CN2CCCC3(CCN(c4cnccn4)C3)C2)c1F (centres undefined)	-11%	17%	?	0%	-28%	-3	11%
COC[C@@H]1CN(C(=O)c2ccc(OC)cc2OC)C[C@H]1c1ccccn1	-9%	0%	i	i	-9%	13	-15%
CC(C)c1nc(CN(C)C(=O)c2cn(CC3CCCNC3)nn2)cs1 (centres undefined)	-5%	-6%	-5%	-6%	2%	-7	?
CCc1ccc(NC(=O)Cn2c(=O)n(CCC(C)C)c(=O)c3cccnc32)cc1	4%	.	.	.	.	15	-13%
Cc1nc([C@@H]2CN(C(=O)CCc3c(C)noc3C)C[C@H]2C(N)=O)n[nH]1	10%	-13%	-4%	-25%	-30%	8	19%
CN(Cc1ccccc1)C(=O)C1CCN(Cc2cc3ccccc3n2Cc2ccccc2)CC1	-8%	.	.	.	.	1	?
COc1cccc([C@@H]2CN(C(=O)c3ccc(CO)o3)C[C@H]2C(=O)O)c1	18%	0%	1%	2%	i	18	51%[activator]
O=C(C1CC=CC1)N1C[C@@H](COc2ccncc2)[C@H](c2ccccn2)C1	-15%	0%	1%	-16%	-16%	22	3%
O=C(NCc1ccncc1)C1CCc2nc(N3CCN(C(=O)C4CCC4)CC3)sc2C1 (centres undefined)	0%	6%	?	i	-18%	16	58%[activator]
CCOc1ccc(CCNC(=O)C2CCN(Cc3nc(-c4ccccc4C)oc3C)CC2)cc1OCC	14%	.	.	.	.	14	-15%
CC1=CC(=O)[C@]2(O[C@@H]3O[C@@H](C)[C@H](O)[C@@H](O)[C@H]3OC(=O)/C=C/c3ccccc3)C=CO[C@@H](O[C@@H]3O[C@H](CO)[C@@H](O)[C@H](O)[C@H]3O)[C@H]12	-10%[23.9 µM]	.	.	i	.	11	.
COc1ccc(N2CCN(C(=O)c3cccc(NC(=O)c4nsc5ccccc45)c3)CC2)cc1	-10%	.	.	.	.	7	101%[activator]
O=C1CCCCN1CCNc1ccc(-c2nc(-c3ccccc3F)no2)cn1	?	14µM*	?	i	?	10	-12%

Part of the list above with just HEK293 viab and IP6K1 inhibitor:
| Compound | HEK293 viab | IP6K1 inhibitor |
| --- | --- | --- |
| C[C@@H]1CN(C(=O)c2ccc3c(c2)NC(C)(CNc2ccccc2)CO3)C[C@H](C)O1 (some centres undefined) | -9%[87.6 µM] | 5 |
| O=C1CC2CCN(Cc3cccc(C(F)(F)F)c3)CC2CCN1 (centres undefined) | 4% | 9 |
